Compound activity deposited in PubChem BioAssay by National Center for Advancing Translational Sciences (NCATS).
TbPYK inhibitor = blocks Trypanosoma brucei pyruvate kinase; Q57TT1; TbPYK enzyme, Kinase-Glo Plus ATP luminescence, 45 min; Potency, µM (highest dose often 76.8 µM), for inactives: top-dose activity, negative = inhibition, hits mostly inhibitors; hit rate 0.12% among 410,000; active means well fitted inhibition curve with a large enough effect; further: nearly all actives have a fitted effect of over 50% in size
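ADP (130 uM final) triggers the TbPYK reaction after compound addition; incubation is 45 min at room temperature. Kinase-Glo Plus is then added and luminescence imaged. Normalized data are fitted to concentration-effect curves.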
The depositor's hits bear a star. On the % scale 0 is the no-effect control and ±100 the full control effect; potency means the concentration at half of the fitted maximal effect. Only part of the results is shown; the hit share may differ from the screen's.

COc1ccccc1-c1cnc(C(O)c2ccc(F)cc2C)[nH]1 (stereo unspecified) was read as TbPYK inhibitor -1.4%.
`CC(C)CSCC1OC(n2cnc3c(N)nccc32)C(O)C1O` (stereo unspecified) gave TbPYK inhibitor 7.0%.
Screening COc1cccc(CNC(=O)[C@@H]2CCCN2C(=O)[C@H]2CCCCN2C(=O)c2cccc(OC)c2)c1 returned TbPYK inhibitor 2.7%.
For COc1ccccc1CN1CCC2(CC1)CCN(C(=O)c1cccc(F)c1)CC2 the results were TbPYK inhibitor -8.1%.
CCCC(=O)N1CCCC(c2cc(C(=O)Nc3ccc4c(c3)OCO4)no2)C1 (stereo unspecified) was read as TbPYK inhibitor -9.7%.
Screening CCOC(=O)C1CCc2c(ccc3ccccc23)N1CCC#N (stereo unspecified) returned TbPYK inhibitor 1.2%.
`COc1ccc(NC(=O)N2CCC3(CC2)CCN(C(=O)c2ccncc2)CC3)cc1` gave TbPYK inhibitor 0.2%.
`COC(=O)c1ccc(N2C(c3cccc(OC)c3)=Cc3ccc(F)cc3C2c2c(C)[nH]c3ccccc23)cc1` (stereo unspecified) gave TbPYK inhibitor 2.5%.
CCC(Sc1nc2ccsc2c(=O)n1Cc1ccc(C(=O)O)cc1)C(=O)Nc1cc(Cl)ccc1C (stereo unspecified) was read as TbPYK inhibitor 2.6%.
For Cc1ccc(S(=O)(=O)N2C[C@H]3[C@H]4C(=O)N(Cc5ccccc5)C(=O)[C@H]4CC(=O)[C@H]3[C@@H]2c2ccccc2F)cc1 the results were TbPYK inhibitor -2.3%.
`Clc1cccc(CNc2ccn3nc(-c4cccc(OCc5ccccc5)c4)cc3n2)c1` gave TbPYK inhibitor 5.3%.
`Cc1ccc(NC(=O)COc2ccccc2)cc1S(=O)(=O)N1CCCCC1` gave TbPYK inhibitor 3.6%.
CC(C)C[C@H]1CNC(=O)C(=O)N1C[C@@H]1CCCN1C[C@H](Cc1ccccc1)N1C[C@H](Cc2ccccc2)N(CC2CCCCC2)C(=O)C1=O was read as TbPYK inhibitor 0.9%.
O=C1NC[C@@H](CCCCN2C[C@H](Cc3ccccc3)N(CCc3ccc(O)cc3)C(=O)C2=O)N(Cc2ccccc2)C1=O was read as TbPYK inhibitor -4.3%.
CCN(CC(=O)Nc1ccc(C#N)cc1)CC(=O)Nc1ccc2c(c1)OCCO2 was read as TbPYK inhibitor -5.7%.
COC(=O)C1=C(c2ccc(OCc3ccccc3)cc2)C[C@@H]2CC[C@H]1N2C(=O)NCc1ccccc1OC was read as TbPYK inhibitor 2.1%.
For COc1ccc(NC(=O)N2CC[C@@]3(CCCN(C(=O)c4cccc(F)c4)C3)C2)cc1 the results were TbPYK inhibitor 0.0%.
CCOC(=O)C(N=Nc1nn[nH]n1)C(C)=O (stereo unspecified) was read as TbPYK inhibitor -7.8%.
CS(=O)(=O)N1CCC2(CC1)CN(c1ccccc1)C2 was read as TbPYK inhibitor 3.4%.
CC(=O)Nc1cncc(-c2cccc(N(C)C)c2)n1 was read as TbPYK inhibitor -4.0%.
`CCOc1ccc(-c2noc([C@@H]3O[C@H](CO)[C@@H](O)[C@H]3O)n2)cc1` gave TbPYK inhibitor 0.6%.
For CCc1cccc(CC)c1N1C(=O)C2=C(SCCCS2)C1=O the results were TbPYK inhibitor -7.6%.
`C=CCn1c(SCC(=O)Nc2c(C)n(C)n(-c3ccccc3)c2=O)nnc1-c1ccncc1` gave TbPYK inhibitor -2.0%.
`Cc1cc(C)cc(Nc2cc(C)nc3ncnn23)c1` gave TbPYK inhibitor 1.6%.
COc1ccc([C@H]2C[C@@H](n3cc(C4CC4)nn3)[C@H](O)CN2C(=O)c2cccs2)cc1 was read as TbPYK inhibitor -3.9%.
O=C(NCCS(=O)(=O)N1CCN(C(=O)c2ccco2)CC1)c1ccccc1 was read as TbPYK inhibitor 1.3%.
CC(=O)N1C[C@H]2CON(C)[C@H]2C[C@H]1c1ccc(-c2ccc(C#N)cc2)cc1 was read as TbPYK inhibitor 2.4%.
For Cc1ccccc1NC(=O)Cc1nc(COC(=O)c2nccnc2N)cs1 the results were TbPYK inhibitor -8.7%.
COc1cccc(CCNC(=O)c2cc(COc3cccc(OC)c3)on2)c1 was read as TbPYK inhibitor 0.1%.
COc1cccc(Nc2nc(CN)cs2)n1 was read as TbPYK inhibitor -2.4%.
For CC1(C(=O)NS(=O)(=O)c2ccc(Br)cc2)CCN1C(=O)C1CCCCC1 (stereo unspecified) the results were TbPYK inhibitor -0.2%.
`CC(C)(C)OC(=O)NCCc1onc(-c2cccc([N+](=O)[O-])c2)c1C(=O)O` gave TbPYK inhibitor -15.2%.
COc1cccc(CNC(=O)[C@@H]2CCCN2C(=O)[C@@H]2CCCN2C(=O)c2cccc(Cl)c2)c1 was read as TbPYK inhibitor -10.3%.
For COc1cccc(C(=O)NCC2CCCN(C(=O)Cc3cccc(C)c3)C2)c1OC (stereo unspecified) the results were TbPYK inhibitor 3.1%.
CC(C)C[C@H](NC(=O)[C@H](CCc1ccccc1)NC(=O)CN1CCOCC1)C(=O)N[C@@H](Cc1ccccc1)C(=O)N[C@@H](CC(C)C)C(=O)[C@@]1(C)CO1 was read as TbPYK inhibitor -11.5%.
`CC(C)NC(=O)c1cc(-c2ccc(F)cc2OC(C)C)n[nH]1` gave TbPYK inhibitor 3.7%.
Screening COCCNC(=O)C1(C)CCCN(Cc2ccc(OCc3ccccc3)cc2)C1 (stereo unspecified) returned TbPYK inhibitor 0.0%.
`CC(=O)N1CCCC(C)(C(=O)Nc2ccc3nc(C)ccc3c2)C1` (stereo unspecified) gave TbPYK inhibitor -10.2%.
For O=C(c1cnccn1)N1CCC2(CCN(Cc3nccs3)CC2)CC1 the results were TbPYK inhibitor -0.2%.
Screening C=CCN(CC=C)Cc1cc(=O)oc2cc(C)cc(C)c12 returned TbPYK inhibitor 7.5%.
For CC1(C(=O)Nc2ccccc2Br)CCN1C(=O)Cc1ccc(Cl)cc1Cl (stereo unspecified) the results were TbPYK inhibitor 4.7%.
`COc1ccc(C(C)(NC(C)=O)c2nc(-c3ccccc3OC)cs2)cc1` (stereo unspecified) gave TbPYK inhibitor 1.6%.
Screening COc1ccc(NC(=O)C2Cc3c(-c4cccc(C(N)=O)c4)ccnc3O2)cc1 (stereo unspecified) returned TbPYK inhibitor -0.9%.
Screening NC1CC2CCCCC2CC1(O)c1ccccc1 (stereo unspecified) returned TbPYK inhibitor -14.8%.
Cc1ccc(S(=O)(=O)N2CCCCC2)cc1NC(=O)C1CCN(C(=O)OC(C)(C)C)CC1 was read as TbPYK inhibitor -3.6%.
`CCc1nc2ccc(C(=O)Nc3ccc4c(c3)OCC(=O)N4)cn2c1N(C)Cc1nccn1C` gave TbPYK inhibitor -1.4%.
Screening CC1(C(=O)NS(=O)(=O)c2ccc(F)cc2F)CCN1C(=O)CC(c1ccccc1)c1ccccc1 (stereo unspecified) returned TbPYK inhibitor -0.7%.
For CC(C)[C@H](NC(=O)c1ccccc1F)C(=O)Nc1cccc(S(=O)(=O)N2CCOCC2)c1 the results were TbPYK inhibitor 2.2%.

Ordered by heavy-atom count (smallest number first): some entries from above.
Screening NC1CC2CCCCC2CC1(O)c1ccccc1 (stereo unspecified) returned TbPYK inhibitor -14.8%.
Screening C=CCN(CC=C)Cc1cc(=O)oc2cc(C)cc(C)c12 returned TbPYK inhibitor 7.5%.
`CC(C)NC(=O)c1cc(-c2ccc(F)cc2OC(C)C)n[nH]1` gave TbPYK inhibitor 3.7%.
`CC(=O)N1CCCC(C)(C(=O)Nc2ccc3nc(C)ccc3c2)C1` (stereo unspecified) gave TbPYK inhibitor -10.2%.
For O=C(c1cnccn1)N1CCC2(CCN(Cc3nccs3)CC2)CC1 the results were TbPYK inhibitor -0.2%.
`COc1ccc(C(C)(NC(C)=O)c2nc(-c3ccccc3OC)cs2)cc1` (stereo unspecified) gave TbPYK inhibitor 1.6%.
Screening COc1ccc(NC(=O)C2Cc3c(-c4cccc(C(N)=O)c4)ccnc3O2)cc1 (stereo unspecified) returned TbPYK inhibitor -0.9%.
Cc1ccc(S(=O)(=O)N2CCCCC2)cc1NC(=O)C1CCN(C(=O)OC(C)(C)C)CC1 was read as TbPYK inhibitor -3.6%.
`CCc1nc2ccc(C(=O)Nc3ccc4c(c3)OCC(=O)N4)cn2c1N(C)Cc1nccn1C` gave TbPYK inhibitor -1.4%.
Screening CC1(C(=O)NS(=O)(=O)c2ccc(F)cc2F)CCN1C(=O)CC(c1ccccc1)c1ccccc1 (stereo unspecified) returned TbPYK inhibitor -0.7%.

More structures follow:
For COc1ccc(-c2nc3c(C)cc(Br)cn3c2Cc2ccc(C)cc2)cc1OC the results were TbPYK inhibitor 0.4%.
COc1ncc(-c2ccc(N3C(c4ccc([N+](=O)[O-])cc4)=Cc4ccccc4C3CC(C)=O)cc2)cn1 (stereo unspecified) was read as TbPYK inhibitor -0.7%.
For CCCCN(CCCNC(=S)NCCCc1cnc[nH]1)c1ccc(Br)cn1 the results were TbPYK inhibitor -1.7%.
O=C(NCc1cccs1)c1cccc2c(-c3ccc(F)c(F)c3)coc12 was read as TbPYK inhibitor 3.5%.
For CN(C)c1ccc(-c2csc(C(O)c3ccc(F)cc3)n2)cc1 (stereo unspecified) the results were TbPYK inhibitor -1.9%.
For CCCCOc1ccc(S(=O)(=O)NC(=O)C2(C)CCN2C(=O)c2cccc(F)c2)cc1 (stereo unspecified) the results were TbPYK inhibitor 0.0%.
`O=C(COc1ccccc1CNC[C@H]1O[C@@H](n2ccc(=O)[nH]c2=O)[C@H](O)[C@@H]1O)N1CCCCC1` gave TbPYK inhibitor -23.3%.
Screening C[C@H](CO)N1C[C@H](C)[C@@H](CN(C)C(=O)NC2CCCCC2)OCc2cnnn2CCCC1=O returned TbPYK inhibitor -6.3%.
For CCNC(=O)C1CCCN(C(=O)c2ccc(-c3ccccc3)cc2)CC1 (stereo unspecified) the results were TbPYK inhibitor -0.7%.
Screening CCCCNC(=O)C[C@@H]1C[C@@]2(C(=O)OCC)CCCC=C2N(Cc2ccco2)C1=O returned TbPYK inhibitor -0.5%.
For CCCCN(C)c1c(C)nc2ccc(C(=O)N(C)CCN(C)C)cn12 the results were TbPYK inhibitor 1.3%.
Screening COc1ccc(S(=O)(=O)NC(=O)C2(C)CCN2C(=O)Cc2ccc(C(C)(C)C)cc2)cc1 (stereo unspecified) returned TbPYK inhibitor -4.8%.
For Nn1c(COc2ccccc2F)nnc1SCC(=O)NCC1CCCO1 (stereo unspecified) the results were TbPYK inhibitor -0.4%.
Screening COc1ccc(Cl)cc1Cn1c(C)c(C(=O)N(C)Cc2ccc(F)cc2)sc1=O returned TbPYK inhibitor 2.0%.
O=C(Nc1ccc(S(=O)(=O)Nc2ncccn2)cc1)c1ccc(Br)cc1 was read as TbPYK inhibitor -15.7%.
Screening Fc1cccc(Cc2c(-c3ccccc3)nc3ccc(Br)cn23)c1 returned TbPYK inhibitor -5.7%.
CC(C)CCNC(=O)[C@@H](Cc1ccccc1)NC(=O)CC[C@H]1O[C@@H](n2ccc(=O)[nH]c2=O)[C@H](O)[C@@H]1O was read as TbPYK inhibitor -14.2%.
`Cn1nc(C2CC2)cc1NC(=O)C1(C)CCN1C(=O)Cc1ccc(-c2ccccc2)cc1` (stereo unspecified) gave TbPYK inhibitor 0.2%.
`COc1cccc(C(O)c2nc(-c3cc(F)cc(F)c3)cs2)c1` (stereo unspecified) gave TbPYK inhibitor -12.4%.
Screening CCc1nc2ccc(C(=O)NCCC(C)C)cn2c1N(C)Cc1nccs1 returned TbPYK inhibitor 0.8%.
CN1C=Nc2c(ncn2C2CCC(CO)O2)C1O (stereo unspecified) was read as TbPYK inhibitor 3.7%.
`Cc1ccc(S(=O)(=O)N2[C@H](c3cccc(Cl)c3)CC(=O)[C@@H]3CN(S(=O)(=O)c4ccccc4C)[C@H](c4ccc(Cl)cc4)C[C@@H]32)cc1` gave TbPYK inhibitor -0.1%.
`COC(=O)C1=C(c2ccc(OCc3ccccc3)cc2)C[C@@H]2CC[C@H]1N2C(=O)NCc1ccc(OC)cc1` gave TbPYK inhibitor 1.9%.
`Cc1cc(C(=O)OC(C)C(=O)Nc2ccccc2)c(C)n1C1CC1` (stereo unspecified) gave TbPYK inhibitor 0.3%.
O=S(=O)(Nc1ccc(O)c2ncccc12)c1ccccc1F was read as TbPYK inhibitor -1.7%.
Screening COc1cccc(CN(C)C[C@@H]2OCc3ccccc3-c3c(n(C)c4ccccc34)C(=O)N([C@@H](C)CO)C[C@H]2C)c1 returned TbPYK inhibitor 14.8%.
`CC[C@@H](NCCCn1cnc2c(SC)ncnc21)c1ccccc1` gave TbPYK inhibitor -2.7%.
Screening COc1ccccc1Cc1c(-c2ccc(C)cc2)nc2c(C)cc(Br)cn12 returned TbPYK inhibitor 4.0%.
Screening C[C@@H]1CC2=C(C(=O)OC(C)(C)O2)[C@@H](C2CC2)O1 returned TbPYK inhibitor -3.2%.
Screening C[C@H](O)[C@@H]1C(=O)N2CCc3ccc(-c4ccccc4)cc3[C@@H]2C[C@@H]1N(C)C(=O)c1ccco1 returned TbPYK inhibitor 3.4%.
Screening CC1=C(C(=O)N2CCOCC2)CC(CC(=O)NCCCCc2ccccc2)C(=O)N1Cc1ccc(C(C)(C)C)cc1 (stereo unspecified) returned TbPYK inhibitor 6.8%.
For CCOC(=O)C1CCCN(C(=O)c2oc3ccccc3c2C)CC1 (stereo unspecified) the results were TbPYK inhibitor -10.5%.
Screening CC(=O)Nc1cccc(-c2csc(C(C)(NC(C)=O)c3ccccc3)n2)c1 (stereo unspecified) returned TbPYK inhibitor 2.4%.
COc1cc(C(C)=O)ccc1OC(=O)N1CCOCC1 was read as TbPYK inhibitor -2.9%.
For CCCCNC(=O)C1(C)CCN1C(=O)c1ccc2ccccc2n1 (stereo unspecified) the results were TbPYK inhibitor 0.1%.
NC(CCc1ccccc1)c1csc(NC(=O)Nc2ccccc2Oc2ccccc2)n1 (stereo unspecified) was read as TbPYK inhibitor -3.6%.
CC1(C(=O)NS(=O)(=O)c2ccc(F)cc2F)CCN1C(=O)C/C=C/c1ccccc1 (stereo unspecified) was read as TbPYK inhibitor -9.6%.
